Screening results (PubChem)
NCOA1 inh – SRC1 coactivator transcriptional activity inhibitors, primary screen, cell-based, luminescence; HEK293 GAL4-SRC1 luciferase reporter; AID 588354, 2011; Nuclear receptor coactivator 1 (Homo sapiens), Q15788; hit rate 0.12% among 360,000; inhibition, % at 3.6 µM;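 active = inhibition above the campaign mean plus 3 SD, with each screening campaign given its own cutoff, cut at about 60% in these data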;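 also: 0% = DMSO treated cells and 100% = gossypol at 36 µM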
NCOA3 inh – SRC3 coactivator transcriptional activity inhibitors, primary screen, cell-based, luminescence. HEK293 GAL4-SRC3 luciferase reporter. inhibition, % at 3.6 µM. hit rate 0.17% among 360,000. AID 588352, 2011;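 active = inhibition above a per-campaign cutoff, the mean of all compounds plus 3 SD, cut at about 60% in these data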;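 also: 0% = DMSO-treated cells and 100% = gossypol-treated cells at 36 µM; higher means less SRC3-driven luciferase light from the GAL4 reporter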
TLR9-MyD88 inh – inhibitors of TLR9-MyD88 association in cells, primary screen, cell-based, CHO, BLA complementation, fluorescence; Toll-like receptor 9 (Homo sapiens) + Myeloid differentiation primary response protein …; inhibition, % at 4.98 µM; hit rate 0.21% among 340,000; CCF4 FRET ratio;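 active = inhibition above the mean over all tested compounds plus 3 SD, cut at about 21% in these data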;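 also: 0% = DMSO only wells and 100% = clavulanate BLA inhibitor control wells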
Granule exo inh – LAMP-1 surface exposure blockers, TALL-104 cells – cell-based, flow cytometry, MLPCN library, primary screen. hit rate 0.66% among 360,000. AID 651702, 2012. inhibition, % at 10 µM. TALL-104 LAMP-1 surface exposure; cells stimulated with thapsigargin and PMA;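 active = inhibition above about 55%, limit read from the data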
NR2F2 inh – NR2F2 transcriptional activity inhibitors, primary screen, cell-based, luciferase reporter, HEK293T, luminescence | AID 686940, 2013 | inhibition, % at 8.6 µM | HEK293T NGFI-A luciferase reporter | hit rate 0.7% among 370,000 | COUP transcription factor 2 (Homo sapiens), P24468;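 active = inhibition above a per-plate cutoff, mean inhibition of test wells between control levels plus 3 SD, cut at about 38% in these data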;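 also: cells cotransfected with COUP-TFII expression vector driving the NGFI-A reporter; 0% = median of COUP-TF2 test wells and 100% = reporter-only cells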
NCOA2 inhibitor – inhibition of GAL4-SRC2 driven luciferase reporter, primary screen, SRC2 inhibitor project, cell-based, luminescence | inhibition, % at 9 µM | AID 651957, 2012 | HEK293 GAL4-SRC2 luciferase reporter | hit rate 0.17% among 370,000;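 active = inhibition above the mean inhibition of all tested compounds plus 3 SD, set per campaign, cut at about 52% in these data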;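 also: 0% = DMSO treated cells and 100% = cells given Gossypol at 36 µM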
TROY NFkB inh – inhibitors of TROY-driven NF-kB signaling, primary screen, Q293 LMP1-TROYcd cells, NF-kB luciferase, uHTS. hit rate 0.98% among 360,000. Q293 LMP1-TROYcd NF-kB luciferase reporter, 4 h. inhibition, % at 10 µM. AID 1347056, 2019;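 active = compounds whose plate-normalised and pattern-corrected inhibition of the luciferase reporter signal at the single screening dose is 50% or more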
TWEAK-Fn14 inh – inhibitors of TWEAK-Fn14 signaling, primary screen, luciferase reporter cells, uHTS; inhibition, % at 10 µM; hit rate 2% among 360,000; TWEAK-stimulated Fn14 reporter cells, luciferase luminescence, 8 h; in the data active = inhibition above about 50%
ABHD5 PLIN5 PPI – ABHD5-PLIN5 interaction inhibitors, primary screen, cell lysate, split luciferase complementation, luminescence. Perilipin-5 (Homo sapiens) + 1-acylglycerol-3-phosphate O-acyltransferase ABHD5 (Homo …. Split G. princeps luciferase complementation, 4 h. inhibition, % at 4 µM. hit rate 0.78% among 360,000;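 active = inhibition above the mean inhibition across every tested compound plus 3 SD, cut at about 22% in these data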;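 also: 0% = DMSO only wells and the 100% control is not disclosed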
NOD2-RIPK2 inh – NOD2-RIPK2 binding disruptors in cells, primary screen, fluorescence, CHO cells, BLA complementation; Receptor-interacting serine/threonine-protein kinase 2 (Homo sapiens), O43353; CCF4 ratio; hit rate 0.38% among 360,000; inhibition, % at 4.98 µM; AID 624267, 2012; in the data active = inhibition above about 21%;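 also: 0% = vehicle only and 100% = reference blocker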
NR5A2 inv ag – LRH-1 (NR5A2) inverse agonists, primary screen, cell-based, luminescence, HEK293T, StAR-luciferase reporter | Nuclear receptor subfamily 5 group A member 2 (Homo sapiens), O00482 | LRH-1 transfected, 24 h | inhibition, % at 3.6 µM | hit rate 0.13% among 360,000 | AID 602396, 2012;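 active = inhibition above the mean inhibition of all tested compounds plus 3 SD, cut at about 73% in these data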;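 also: 0% = DMSO wells and 100% = reporter-only cells lacking LRH-1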
* marks the source's active call; other numbers are inactive results; nt = no result given.

Screens in order: NCOA1 inh, NCOA3 inh, TLR9-MyD88 inh, Granule exo inh, NR2F2 inh, NCOA2 inhibitor, TROY NFkB inh, TWEAK-Fn14 inh, ABHD5 PLIN5 PPI, NOD2-RIPK2 inh, NR5A2 inv ag
#1 N#Cc1cccc(S(=O)(=O)NNC(=O)C23CC4CC(CC(C4)C2)C3)c1
  1, -15, 2, -1, -1, 3, -5, 9, -9, 0, 1
#2 CCC(OC(=O)c1ccco1)C(=O)NCc1ccc(OC)cc1 (stereo not given)
  10, 4, 5, -11, -9, -24, -11, 9, 4, 0, 18
#3 Nc1nc(-c2ccc(F)cc2)cc(C(F)(F)F)n1
  16, 8, 3, 4, -20, -39, -8, -2, -3, -5, 13
#4 COC(=O)c1cccc(S(=O)(=O)N2CCC(c3nc4ccccc4o3)CC2)c1
  -5, 21, 5, 0, -6, 15, 2, -8, 6, -1, 3
#5 CCN(CC)CCCCCC(=O)Nc1ccccc1C(=O)Nc1ccccc1
  15, 9, 4, 3, 0, 2, 3, -11, -4, 5, -2
#6 Cc1ccc(-c2cc(C(=O)N/N=C/c3c[nH]c4ccccc34)[nH]n2)cc1
  -22, -21, 9, 16, -24, -38, 12, 18, 2, -1, 12
#7 Nc1ncnc2c1ncn2[C@@H]1O[C@H](C(=O)NCC(F)(F)F)[C@@H](O)[C@H]1O
  -48, -9, nt, -2, -55, -55, 20, -63, -4, -7, 18
#8 O=C(N/N=C/c1cc(Br)c(O)c([N+](=O)[O-])c1)C(O)(c1ccccc1)c1ccccc1
  2, 18, nt, 20, 2, -7, -17, -1, 1, -11, -17
#9 Cc1ccc(S(=O)(=O)N2CCOC2CNC(=O)C(=O)NCCc2ccc(S(N)(=O)=O)cc2)cc1 (stereo not given)
  4, 1, -1, 2, 29, 10, -32, -2, 2, -12, -4
#10 CC(C)C(C(=O)NCc1ccccc1)N(C)Cc1ccc(Cl)c(Cl)c1 (stereo not given)
  nt, nt, nt, 1, -5, -18, nt, nt, -2, -12, 8
#11 CCOc1cc(NC(=S)NCCCN2CCOCC2)c(OCC)cc1NC(=O)C1CC1
  5, 18, -2, -5, -6, 5, 5, -1, 6, 0, -7
#12 O=C(N/C(=C\c1ccc([N+](=O)[O-])cc1)C(=O)N1CCOCC1)c1ccco1
  5, 1, 1, 2, 9, 10, 10, 6, 8, 1, 7
#13 CS(=O)(=O)N(CC(=O)N/N=C/c1ccc(OCC(=O)N2CCOCC2)cc1)c1ccccc1Cl
  -15, 6, 2, 1, 2, -19, 10, -4, -1, -9, 12
#14 c1nnn(C23CC4CC(CC(C4)C2)C3)n1
  1, 5, 4, 1, -9, 13, 7, 3, -2, 4, 15
#15 O=C(NNC(=O)c1cc(Br)c(Br)s1)c1ccncc1
  -44, -3, 6, 10, -8, -16, 4, 11, 4, 0, -20
#16 CCN(C(=O)Cc1c(C(=O)O)n(C)c2ccccc12)c1ccc(F)cc1
  -3, 5, nt, 16, 0, -2, 6, 4, 0, -6, -3
#17 COc1ccc(-c2cc(=O)c3c(C)cc(O)cc3o2)cc1
  -90, -122, 0, -10, -72, -40, -33, 15, 5, 0, -152
#18 COCCNC(=O)C1CCN(C(=O)C2CC(=O)N(c3ccc(C)cc3)C2)CC1 (stereo not given)
  -6, -4, -1, -12, 5, -7, 18, 27, 7, 3, 8
#19 Cc1ccc(Cl)cc1-c1cc(C(=O)NCc2ccccc2)[nH]n1
  2, 10, nt, 19, -12, -1, -7, -22, -3, 0, -22
#20 Cc1ccc(OCC(O)CN2CCN(CC(O)COc3ccc(C)cc3)CC2)cc1 (stereo not given)
  17, 10, -2, 0, 5, -13, -16, 18, 10, 0, -6
#21 CCc1onc(C)c1C(=O)Nc1ccc(N2CCOCC2)cc1
  4, -5, -4, 5, -7, 15, -20, 11, -7, -7, 14
#22 CC1(C)CC(N(Cc2cccs2)C(=O)c2ccco2)CCO1 (stereo not given)
  -7, 7, -8, 0, 4, 7, 1, -8, 7, -3, 2
#23 COC(=O)c1ccc(NCC(=O)c2ccccc2)cc1
  -47, -11, -3, 1, -15, -52, -48, -5, 2, 0, -34
#24 CN(c1ccc(C(=O)N2CCCCC2)cc1)S(=O)(=O)c1ccccc1
  13, -3, -4, -3, 19, -1, -20, 6, 2, -2, 1
#25 Cc1cc(C)c(C#N)c(SCc2cc3c(cc2Cl)OCO3)n1
  2, -7, -3, -4, -7, -11, 8, 9, -1, -6, 33
#26 CCN(CC(=O)Nc1c(F)cccc1F)C(=O)c1ccc(S(=O)(=O)N2CCC(C)CC2)cc1
  -1, -5, 11, 2, -11, -17, 1, 3, -9, -2, 3
#27 O=C(NC(=S)N1CCN(Cc2ccccc2)CC1)c1ccccc1
  -14, 11, -5, -6, 7, -12, -7, -5, 1, 2, 25
#28 CCOC(=O)C1=C(C)N=C2SC(C(=O)OC)=CC(=O)N2C1c1ccc(OC)cc1 (stereo not given)
  4, 5, -5, 0, -9, 0, -22, -5, -5, -15, 3
#29 CCC(C)Sc1nc2c(cnn2-c2ccc(F)cc2)c(=O)[nH]1 (stereo not given)
  5, 5, 0, 4, 3, -1, 8, -2, -6, -1, 16
#30 Cc1ccc(N2C(=O)C3C4CC(=O)C(c5ccccc54)C3C2=O)cc1C (stereo not given)
  0, -7, -6, -1, -2, 4, 5, 8, -3, 0, -1
#31 CN(Cc1ccc2ccccc2c1)C(=O)c1ccc(C(F)(F)F)cc1
  4, 11, -17, 60*, -28, 12, 2, -19, -13, -5, 16
#32 CCc1cc2c(=O)n(CC)c(SC(C)C(=O)Nc3c(C)n(C)n(-c4ccccc4)c3=O)nc2s1 (stereo not given)
  -32, 0, 0, 3, 8, 5, 6, 6, -3, -5, -2
#33 COc1ccc(OC)c2[nH]c(=O)c(CCNC(=O)c3cccs3)cc12
  -6, 4, -1, -2, -33, -12, 7, -23, -4, -9, -11
#34 CC1CCC2(CC1)NC(=O)N(CC(=O)Nc1ccc3c(c1)CCC3)C2=O (stereo not given)
  -4, 21, -9, -1, 9, 27, -10, 26, -1, -3, 47
#35 C[C@H](CO)N1C[C@H](C)[C@@H](CN(C)S(=O)(=O)c2cn(C)cn2)Oc2c(NS(=O)(=O)c3ccccc3)cccc2C1=O
  6, 14, -5, 6, -16, -17, 15, 7, -6, 2, -6
#36 COCCN(C(=O)CC1C(=O)NCCN1CC(c1ccccc1)c1ccccc1)C(C)C (stereo not given)
  -9, 5, -4, -4, 11, 1, -2, 0, 2, -12, -14
#37 N#C/C(=C\c1cccc([N+](=O)[O-])c1)c1ccccn1
  -18, 2, -3, 0, -10, -12, -48, -20, 6, 3, 7
#38 COc1ccccc1C(=O)C1CCCN(C(=O)CSc2ccccn2)C1 (stereo not given)
  6, 3, 1, 0, 13, -8, 9, -1, -8, 1, -4
#39 CCCNS(=O)(=O)c1cc2c3c(c1)C(C)C(=O)N3CCC2 (stereo not given)
  0, 1, 5, -1, 1, 1, 13, -9, 1, 0, -3
#40 CCOc1cc2[nH]c(=S)n(Cc3ccc(C(=O)N4CCN(C)CC4)cc3)c(=O)c2cc1OCC
  -7, 9, 1, -3, -2, 13, 14, -17, -2, -4, -13
#41 COCc1cc(C2C(C(=O)c3ccco3)=C(O)C(=O)N2CCOCCO)ccc1O (stereo not given)
  0, 17, 1, 8, 5, -7, 13, -13, -3, -2, -4
#42 CC1=C(C(=O)N(C(C)C)C(C)C)CC(CC(=O)NCCCCc2ccccc2)C(=O)N1Cc1ccc(F)cc1 (stereo not given)
  13, 13, nt, 7, 20, 8, 4, 22, 7, -2, -14
#43 O=C(Nc1nnc(/N=C/c2ccco2)s1)c1ccc(F)cc1
  -39, -47, 1, 1, -13, -57, -29, 4, 6, -5, -40
#44 CC1Oc2ccccc2N(CC(=O)NC2CCCC2)C1=O (stereo not given)
  -8, -2, 2, 25, -17, -5, 3, 7, -2, -5, -1
#45 O=C1C2C3c4ccccc4C(c4ccccc43)[C@@H]2C(=O)N1c1nc(-c2ccccc2)cs1 (stereo not given in full)
  -6, 11, 4, -4, -6, -28, -3, 29, -2, -7, -3
#46 CCOC(=O)CNC(=O)Cc1ccc(Cl)cc1
  -2, 2, 6, -3, -12, 3, -18, 5, -4, 1, 7
#47 O=C(Nc1cccc(-c2nc3cccnc3s2)c1)c1ccco1
  -11, -14, -8, -2, 3, -16, -20, -13, 2, -8, -21
#48 CCCc1c(O)nc(SC2CC(=O)N(c3ccc(OC)cc3)C2=O)[nH]c1=O (stereo not given)
  1, -10, -6, -4, -9, -10, 8, 7, -4, 1, 4
#49 COc1ccc(Cn2nc(C(=O)O)c3ccccc3c2=O)cc1F
  -27, 8, 4, -6, 4, -1, 13, -27, 2, -10, 9
#50 CCCCNC(=S)Nc1cccc(C(C)=O)c1
  -11, 0, 10, -2, 7, -5, -6, -9, 6, 2, -4

Fetched by compound from the entries so far:
Screens in order: NCOA1 inh, NCOA3 inh, TLR9-MyD88 inh, Granule exo inh, NR2F2 inh, NCOA2 inhibitor, TROY NFkB inh, TWEAK-Fn14 inh, ABHD5 PLIN5 PPI, NOD2-RIPK2 inh, NR5A2 inv ag
#49 COc1ccc(Cn2nc(C(=O)O)c3ccccc3c2=O)cc1F
  -27, 8, 4, -6, 4, -1, 13, -27, 2, -10, 9
#47 O=C(Nc1cccc(-c2nc3cccnc3s2)c1)c1ccco1
  -11, -14, -8, -2, 3, -16, -20, -13, 2, -8, -21

Only part of the results is shown; the hit share may differ from the screen's.
